WT yeast gro inh = growth inhibition of WT strain, primary screen, mitochondrial fusion inhibitor project, WT and mutant strains, chemical genetic. inhibition, % at 10 µM. mitochondrial fusion phenotypic screen. 190,000 compounds, 2.1% hits; in the data active = inhibition above about 58%; tested in S. cerevisiae
RSV CPE inhibition = RSV antiviral activity via CPE protection, HEp-2 cells, primary 10 µM value included (AID 2391) | HEp-2 cells, RSV-induced CPE inhibition; higher % means a stronger effect | one-dose CPE inhibition, % at 10 µM; IC50 in µM for titrated hits | 310,000 compounds, 0.13% hits; in the data active = a potency from the dose series; also: strong numbers were not always called active
Myeloid diff MLP = induction of myeloid progenitor differentiation, primary screen, cell-based, flow cytometry, MLPCN library; calls only at 10 µM; ER-HoxA9 myeloid progenitors, lysozyme-GFP differentiation; 360,000 compounds, 1% hits;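 active = normalized GFP-positive differentiation at or above the plate's own cutoff, the solvent-only control mean plus 3 SD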;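 also: cells exposed to compound for four days before flow analysis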
PMI inhibitors = inhibitors of human PMI, primary screen, biochemical, fluorescence intensity, coupled assay (AID 1209); purified PMI enzyme, coupled fluorescence intensity; higher % means a stronger effect; 190,000 compounds, 0.42% hits; Mannose-6-phosphate isomerase (Homo sapiens); inhibition, % at 20 µM, or IC50 in µM where a hit was titrated;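 also: plate controls were DMSO vehicle for no effect and wells lacking substrate for full effect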
human PMI inhibitors = human PMI inhibitors, high substrate, primary screen, biochemical, fluorescence intensity, high mannose 6-phosphate (AID 1220) | Mannose-6-phosphate isomerase (Homo sapiens) | recombinant PMI enzyme, coupled fluorescence intensity; higher % means a stronger effect | inhibition, % at 20 µM, or IC50 in µM where a hit was titrated | 190,000 compounds, 0.66% hits
Salmonella PhoP GFP = inhibitors of PhoP regulon expression, primary screen, Salmonella Typhimurium, GFP reporter (AID 1863). S. Typhimurium PhoP-regulated promoter GFP reporter, 4 h; higher % means a stronger effect. inhibition, % at 50 µM, or IC50 in µM where a hit was titrated. 300,000 compounds, 0.16% hits;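 active = inhibition over 29.93%, a cutoff 3 SD above the screen mean, later confirmed by dose response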;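 also: 0% = low Mg2+ inducing control and 100% = high Mg2+ repressing control; strong numbers were not always called active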
TNAP activators = human TNAP enzyme activators, primary screen, biochemical, luminescent, no phosphate acceptor, uHTS (AID 1001) | activation fold at 20 µM; hits with a dose series show EC50 in µM | 200,000 compounds, 0.03% hits | purified TNAP, luminescent activation assay, no phosphate acceptor; higher activation fold means a stronger effect; in the data active = activation fold from about 3, or a potency from the dose series; inactive = the rest, 99 in 100 with activation fold below about 1.6; also: many of its hits are not listed in these tables
Siah-1 displacement = Siah-1 peptide-binding antagonists, primary screen, biochemical, fluorescence polarization, rhodamine-plectin, uHTS (AID 1817). E3 ubiquitin-protein ligase SIAH1 (Homo sapiens). Siah-1 / rhodamine-plectin peptide fluorescence polarization; higher % means a stronger effect. displacement, % at 20 µM, or IC50 in µM where a hit was titrated. 290,000 compounds, 0.02% hits;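 active = displacement of at least 50% at 20 µM, with a fluorescence ratio check between 0.3 and a set limit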;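 also: plate controls were Siah plus tracer with DMSO for no effect and tracer alone without Siah for full effect; strong numbers were not always called active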
XIAP displacement = XIAP antagonists, biochemical, IAP family, fluorescence polarization (AID 1018) | E3 ubiquitin-protein ligase XIAP (Homo sapiens) | 200,000 compounds, 0.007% hits | one-dose displacement, % at 20 µM; IC50 in µM for titrated hits | XIAP BIR domain, fluorescence polarization peptide displacement; higher % means a stronger effect; in the data active = displacement above about 50%; also: a part of the inactive calls stands beside numbers as strong as those of hits
WT yeast gro inh mutant strain = also measured in WT yeast gro inh; calls as there; inhibition, %; mitochondrial fusion phenotypic screen, mutant strain inhibition
Myeloid diff MLP GFP+ MAC1+ % = second read-out of Myeloid diff MLP, no call of its own (marks repeat the call); GFP+ MAC1+ double positive, %; measured here: differentiation confirmed by MAC1 staining
The depositor's hits bear a star; i = inactive; x = no result given; + = active, no number. Rule as the data show it, unless noted: active = inhibition above about 50%; inactive = the rest. Some of the compounds tested; rates above refer to the full screens.

SMILES | WT yeast gro inh | WT yeast gro inh mutant strain | RSV CPE inhibition | Myeloid diff MLP | Myeloid diff MLP GFP+ MAC1+ % | PMI inhibitors | human PMI inhibitors | Salmonella PhoP GFP | TNAP activators | Siah-1 displacement | XIAP displacement
COCCN1Cc2cc(=O)n3c([nH]c4ccccc43)c2C1=N | 26.1 | 12.3 | -0.1% | i | 0.7 | 2.9% | 10.8% | -4.5% | 1.1 | -3.1% | -7.1%
COc1cc2c3c(c1OC)-c1cc(O)ccc1CC3NCC2 (stereo unspecified) | 4.7 | 5.3 | 0.7% | i | 0.7 | 23.8% | 21.5% | 4.2% | 1.1 | 5.1% | -3.3%
O=C(COc1ccccc1)N1CCN(CC(O)COc2ccccc2)CC1 (stereo unspecified) | 7.9 | 5.1 | -0.1% | i | 0.6 | 21.2% | 7.8% | -5.0% | 1.1 | 2.2% | -1.2%
CCCCn1c(O)c(C(CC)=NCCN2CCCCC2)c(=O)[nH]c1=O | 2.9 | -6.1 | 1.0% | i | 0.6 | -9.3% | -8.5% | -11.6% | 1.1 | 0.2% | -6.1%
COc1ccc(OC)c(N2C(=O)NC(=O)C(CCc3ccncc3)(CCc3ccncc3)C2=O)c1 | -5.3 | 1.4 | 0.5% | i | 4.1 | -21.8% | -16.4% | -12.7% | 1.1 | -4.8% | -3.8%
COc1ccc(C(=O)C2(C)N(O)C(C)C(c3cccs3)=[N+]2[O-])cc1 (stereo unspecified) | 20.9 | 24.8 | 0.2% | i | 1.0 | 10.7% | 11.1% | 14.6% | 1.1 | 6.7% | -4.6%
O=C(NC(Oc1ccccc1)C(Cl)(Cl)Cl)c1ccccc1 (stereo unspecified) | -7.4 | 9.5 | 0.8% | i | 0.7 | 10.5% | 6.7% | -3.5% | 1 | -2.8% | -2.3%
CN1C2CCC1CC(OC(=O)c1ccc(Cl)cc1)(C(=O)O)C2 (stereo unspecified) | 18.4 | -15.7 | 1.2% | i | 0.4 | -17.5% | -16.4% | 8.4% | 1.1 | 16.3% | -4.9%
COc1cc2c(cc1OC)CC[N+](C)=C2 | 7.9 | 8.2 | 0.1% | i | 5.6 | 10.6% | -31.5% | -0.8% | 1.1 | -0.6% | -7.4%
Cc1oc(-c2cccs2)nc1CSCC(=O)N1CCC2(CC1)OCCO2 | -3.2 | -2.7 | 1.2% | i | 0.3 | -5.0% | -4.9% | -5.5% | 1.2 | -1.0% | -4.7%
CN1CCN(c2ccc3nccnc3c2)CC1 | -10.5 | 2.2 | -0.3% | i | 0.7 | -52.2% | 5.1% | 2.9% | 1 | -7.1% | -8.3%
CN1CC=C2C(C#N)=C(N)C(C#N)(C#N)C(c3ccncc3)C2C1 (stereo unspecified) | 0.0 | 12.5 | 1.1% | i | 1.1 | 22.0% | 16.9% | -20.7% | 1.1 | -0.1% | 3.0%
CCc1ccc(CN2CCCC(C(=O)c3sccc3C)C2)o1 (stereo unspecified) | 4.9 | -4.8 | -0.3% | i | 2.0 | 3.0% | -1.7% | 3.1% | 1.1 | 2.3% | -2.7%
CCN(CC)C(=O)c1ccc(NC(=O)c2cc(-n3cnnc3)ccc2Cl)cc1 | 8.1 | 15.1 | -1.2% | i | 1.0 | -0.3% | -1.3% | 13.0% | 1.1 | -6.5% | -5.6%
CC1CC(OC(=O)c2ccccc2)(c2ccccc2)C(C)CN1C (stereo unspecified) | x | x | -1.5% | i | 0.5 | x | x | -0.1% | x | 3.0% | x
C[C@H]1CC[C@@H]2[C@@H](C)[C@H]3[C@H](C[C@H]4[C@@H]5CC=C6C[C@@H](O[C@@H]7O[C@H](CO)[C@H](O)[C@H](O[C@@H]8O[C@H](CO)[C@@H](O)[C@H](O)[C@H]8O)[C@H]7O[C@@H]7O[C@@H](C)[C@H](O)[C@@H](O)[C@H]7O)CC[C@]6(C)[C@H]5CC[C@]34C)N2C1 | -14.0 | -1.8 | -0.3% | i | 2.1 | -17.0% | -9.3% | -7.1% | 0.9 | -4.8% | -11.0%
CC(C)c1ccc(OCC(=O)N2CCCN(C)CC2)cc1 | x | x | -0.7% | i | 1.1 | x | x | -5.3% | x | 5.1% | x
CCOc1cc(C(=O)N2CCC3(CC2)OCCO3)cc(OCC)c1OCC | -4.2 | -14.5 | -0.6% | i | 8.3 | -0.7% | 4.1% | -4.3% | 1 | -1.9% | -4.4%
COc1ccc(C(=O)c2nc3ccccc3n2C(C)C)cc1OC | x | x | 3.2% | i | 0.4 | x | x | 1.9% | x | 3.1% | x
O=C(CN1CCCC1=O)Nc1ccccc1 | 9.4 | 26.2 | 2.6% | i | 1.1 | 8.3% | 0.8% | 1.2% | 1.1 | 0.0% | -10.0%
Cc1ccc(S(=O)(=O)NCCC(=O)Nc2ccc(Cl)cc2C(=O)c2ccccc2)cc1 | 19.7 | 11.1 | 12.1% | i | 0.7 | 28.5% | 18.7% | -5.0% | 1.1 | 0.4% | -12.2%
C=Cn1ccnc1P(=S)(c1ccccc1)c1nccn1C=C | 9.2 | 27.0 | 0.6% | i | 0.7 | 3.3% | 4.0% | 8.9% | 1 | -7.3% | -1.4%
O=C(O)c1c[nH]c2ccc(S(=O)(=O)N(CCCl)CCCl)cc12 | 5.6 | 19.8 | -1.3% | i | 2.1 | -8.5% | -9.7% | -3.9% | 1.1 | -2.9% | -4.9%
c1ccc(CCNCc2cccnc2)cc1 | x | x | -1.4% | i | 0.5 | x | x | -4.0% | x | -5.2% | x
Cc1ccccc1C1=NCC(=O)N(CC(=O)NCc2ccco2)c2sc3c(c21)CCCC3 | 7.9 | 6.6 | -0.1% | i | 3.7 | 15.5% | 4.4% | -2.4% | 1.1 | 3.6% | -9.3%
CCCOC(=O)c1c(N)n(Cc2cccs2)c2nc3ccccc3nc12 | 5.3 | 0.8 | 4.2% | i | 0.7 | 0.2% | -0.8% | -7.0% | 1 | 2.7% | -2.4%
CC(C)(C)C(=O)OC[N+](C)(C)CCOC(=O)C(O)(c1ccccc1)C1CCCC1 (stereo unspecified) | -1.6 | 1.9 | 0.6% | i | 1.0 | 0.2% | -3.0% | -5.2% | 1.1 | 0.7% | -7.1%
CC(C)[C@@]1(NC(=O)[C@@H]2C=C3c4cccc5[nH]cc(c45)C[C@H]3N(C)C2)O[C@@]2(O)[C@@H]3CCCN3C(=O)[C@H](Cc3ccccc3)N2C1=O | 20.6 | 0.6 | x | x | x | 4.3% | -1.3% | 0.2% | 1 | 9.9% | -7.5%
CC(=O)c1ccc(OC(C)C)c(Cc2c(O)[nH]c(=S)[nH]c2=O)c1 | -9.4 | -5.7 | 1.8% | i | 0.6 | -50.5% | -111.7% | 1.3% | 1.1 | -12.2% | -8.7%
O=c1[nH]c(=O)n(-c2ccc(F)cc2)c(O)c1C=NCCN1CCCCC1 | x | x | 0.4% | i | 0.4 | x | x | 1.8% | x | 0.5% | x
COc1cc(CNCCc2c[nH]c3ccccc23)cc(OC)c1 | x | x | 0.6% | i | 0.4 | x | x | -0.9% | x | 3.9% | x
Cc1ccc(O)c(C(=O)c2cc(C(=O)NCCC(C)C)c(=O)n(CCC(C)C)c2)c1 | 15.2 | 17.7 | 0.0% | i | 0.5 | 15.1% | 12.3% | -7.7% | 1 | 4.5% | -5.9%
O=C(CN1CC=C(c2ccccc2)CC1)Nc1cc(Cl)ccc1Cl | 23.7 | 16.8 | 5.5% | i | 0.6 | -14.2% | -10.1% | -15.1% | 1.3 | -4.9% | -1.5%
C[C@]12CCC(=O)C=C1CCC1C2CC[C@@]2(C)C1CC[C@@]2(O)CC#N (stereo partly specified) | 7.0 | 4.6 | 2.3% | + | 11.9* | -6.0% | -1.8% | 4.9% | 1.2 | 1.3% | -0.3%
CNC(=O)O/N=C(\N)Cc1csc2ccccc12 | x | x | -0.3% | i | 0.4 | x | x | -3.8% | x | -0.1% | x
Cc1ccc2c(c1)CCCN2N=O | -3.0 | -18.5 | 2.2% | i | 1.8 | 9.3% | 16.6% | 11.2% | 1.1 | 3.9% | -5.3%
Clc1ccc2c(N3CCNCC3)ccnc2c1 | 27.5 | 21.6 | 0.0% | i | 0.7 | 10.1% | 7.0% | 14.1% | 1.1 | 0.9% | -1.5%
O=P(O)(O)Cc1ccccc1OP(=O)(c1ccccc1)c1ccccc1 | 13.9 | 6.2 | 0.2% | i | 0.6 | -9.5% | -3.6% | 5.3% | 0.9 | 0.0% | -2.4%
C[N+]1(CC(COCc2ccccc2)OC(=O)Cc2ccccc2)CCOCC1 (stereo unspecified) | 5.9 | -3.7 | 0.6% | i | 0.7 | -21.5% | -59.9% | 9.6% | 1.1 | 3.9% | -4.0%
NC(Cc1nc2ccccc2[nH]1)c1ccc(Cl)cc1 (stereo unspecified) | x | x | -0.5% | i | 0.4 | x | x | -8.7% | x | -0.6% | x
O=c1c2ccccc2nc(/C=C/c2ccccc2O)n1-c1ccccc1O | x | x | 41.4% | + | 1.3* | x | x | -10.9% | x | -1.1% | x
CC1(C)CC(=O)c2cc(OCC(=O)N3CCN(Cc4ccccc4)CC3)ccc2O1 | -0.8 | -3.1 | -0.3% | i | 0.7 | -4.7% | -2.7% | -4.3% | 1.2 | 5.2% | 0.9%
Cc1cccc(-n2c(C)nc3cc(C(=O)N4CCC5(CC4)OCCO5)ccc32)c1 | -29.6 | 3.8 | 1.0% | i | 9.2 | -9.7% | -6.2% | -23.7% | 1.1 | -1.8% | -2.8%
CC(=O)c1ccc(OC(NC(=O)c2ccco2)C(Cl)(Cl)Cl)cc1 (stereo unspecified) | -5.7 | -3.4 | -1.1% | + | 8.3* | 5.1% | 7.7% | -3.7% | 1 | -3.4% | -6.1%
CC(C)c1ccc(C2N3CCCN23)cc1 (stereo unspecified) | -4.9 | -15.5 | 0.8% | i | 0.8 | 0.6% | -1.9% | -19.4% | 1.1 | -4.4% | -0.7%
COc1ccc(CCN(C)Cc2ccc(F)cc2F)cc1OC | 1.2 | 2.2 | -0.6% | i | 1.0 | -13.7% | -13.0% | 2.8% | 1.1 | -1.5% | 0.6%
COc1ccc2ccccc2c1CNCCc1ccccc1 | x | x | 2.9% | i | 0.4 | x | x | 1.9% | x | -2.0% | x
CC1(C)C2CC=C(CN3CCC(O)CC3)C1C2 (stereo unspecified) | -9.8 | 13.5 | -0.1% | i | 0.5 | 10.1% | 2.7% | 2.6% | 1.1 | 0.9% | 0.3%
CCc1ccc(N2C(=O)NC(=O)C(CCc3ccncc3)(CCc3ccncc3)C2=O)cc1 | 14.5 | 12.9 | 0.3% | i | 0.7 | 4.9% | 5.7% | -4.0% | 1.1 | -5.2% | -5.8%
